Assay outcomes as filed in PubChem BioAssay.
AHR activator = human AHR activation. AID 2796. activation, % at 5 µM. actives 2.5% (n = 320,000). AHR-responsive luciferase reporter cells, luminescence. P35869; in the data active = activation above about 47%;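 note: 0% = vehicle wells and 100% = reference agonist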
procasp7 counter = counter-screen: procaspase-7 (human) activation; activation, % at 8.5 µM; recombinant procaspase-7, Ac-DEVD-pNA absorbance 405 nm; D23A/D198A/D206A triple mutant, cannot self-cleave; scale: DMSO 0, 5 µM enzyme 100; P55210; actives 0.093% (n = 330,000);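 active = percent activation above the screen-wide mean plus 3 SD, cut at about 25% in these data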
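buffer or medium = Zinc-free HEPES/NaCl buffer, pH 7.4 | material = Procaspase-7 triple mutant (PC-7 D3A) | input = 2 µM procaspase-7 mutant as dispensed | signal = Epi-absorbance of released pNA at 405 nm, two timepoints | timing = 1 h preincubation, 2 h reaction | replicates = singlicate compound testing | evaluation = % activation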
procasp3 activ = procaspase-3 (human) activation; recombinant procaspase-3 D3A, Ac-DEVD-pNA absorbance 405 nm; activation, % at 8.5 µM; actives 0.11% (n = 330,000);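 active = activation above the mean of all tested compounds plus 3 SD, cut at about 21% in these data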;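 note: 0% = DMSO alone and 100% = DMSO wells spiked with extra 5 µM PC-3 D3A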
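System: Procaspase-3 D3A mutant. Medium: Zinc-free 300 mM NaCl, 50 mM HEPES, 0.01% Triton X-100. Schedule: 1 h preincubation plus 2 h reaction at 25 °C. Measured by: 405 nm absorbance of p-nitroaniline, reads at 0 and 120 min. Read-out: percent activation relative to control range.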
RPL19A TOR yeast = modulators of TOR pathway RPL19A-GFP in S. cerevisiae; percent response vs DMSO, % at 10 µM; actives 0.3% (n = 330,000); S. cerevisiae RPL19A-GFP strain, flow cytometry, 3 h; stronger effect = lower value;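 active = percent response vs DMSO below 50%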;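 note: median channel GFP fluorescence of the barcoded RPL19A-GFP strain; ratio of sample median GFP to plate DMSO average so 100% = DMSO; lower means less RPL19A-GFP as with rapamycin TOR inhibition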
LAP4-GFP MLPCN = yeast TOR pathway LAP4-GFP modulation; AID 2023; S. cerevisiae LAP4-GFP multiplex, flow cytometry GFP, 3 h; median GFP as percent of DMSO wells; actives 0.34% (n = 320,000); GFP response vs DMSO, % at 10 µM;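 active = GFP response vs DMSO above a set limit, about the screen mean plus 3 SD, cut at about 150% in these data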
MEP2-GFP yeast = modulators of TOR pathway MEP2-GFP in S. cerevisiae. S. cerevisiae MEP2-GFP strain, flow cytometry GFP, 3 h; 100% = DMSO control level. GFP response vs DMSO, % at 10 µM. AID 2016. actives 0.51% (n = 330,000);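 active = GFP response versus DMSO above a set limit, roughly screen mean plus 3 SD, cut at about 180% in these data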;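 note: median GFP fluorescence of the barcode-gated MEP2-GFP cells per well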
ZTA counter = counter-screen for EBNA-1 inhibitors: inhibitors of Epstein-Barr virus ZTA; P03206; ZTA-DNA binding, fluorescence polarization; inhibition, % at 11 µM; actives 0.15% (n = 320,000); AID 2234; in the data active = inhibition above about 33%
EBNA-1 inhibitor = blocks EBNA-1 binding to DNA. EBNA-1 DNA binding, fluorescence polarization. inhibition, % at 14.8 µM. actives 0.34% (n = 300,000); in the data active = inhibition above about 28%
Numbers without * were called inactive; . = not tested or not shown.

SMILES	AHR activator	procasp7 counter	procasp3 activ	RPL19A TOR yeast	LAP4-GFP MLPCN	MEP2-GFP yeast	ZTA counter	EBNA-1 inhibitor
NC(=O)C1CCN(C(=O)C2CC(=O)N(c3ccc4c(c3)OCCO4)C2)CC1 (stereo unspecified)	-2	8	15	99	95	96	-7	.
C=CCn1c(SCC(=O)NC(=O)NC2CCCC2)nnc1C1CCCCC1	-1	-5	-3	98	95	105	-3	-7
COc1ccc(Cn2c(-c3ccco3)nc3oc4ccccc4c(=O)c3c2=O)cc1	1	6	6	98	106	100	-5	3
COc1cc(N)c(Cl)cc1Cl	1	-4	-8	90	108	94	6	-3
C=CCn1c(C)nc2c(cnn2-c2ccccc2)c1=O	7	3	0	104	101	102	3	15
CCOC(=O)c1c(S(=O)(=O)NCC(=O)NCc2ccccc2)c(C)n(C)c1C	0	3	0	97	95	107	-9	-6
COc1cccc(CNC(=O)CCC(=O)N2Cc3cccc(OC)c3Oc3ncccc32)c1OC	2	3	2	26*	79	146	11	5
CCN(Cc1ccc(N(C)C)cc1)C(C)C(=O)Nc1ccc(S(=O)(=O)N2CCCC2)cc1 (stereo unspecified)	1	4	-1	97	98	98	-5	.
COCCN1C(=O)/C(=C/c2ccc(Oc3ccc([N+](=O)[O-])cn3)c(OC)c2)SC1=Nc1ccccc1	-1	0	4	92	111	98	10	4
CC(=O)NCCNC(=O)C1CCCCN1S(=O)(=O)c1ccccc1 (stereo unspecified)	-1	9	-11	104	94	96	0	-4
Cc1nc2nc(-c3cccs3)[nH]c2cc1Br	58*	6	8	77	146	102	-5	-3
CC(C)CSc1ncnc2c1oc1nc3c(cc12)COC(C)(C)C3	0	3	10	97	100	107	-13	0
O=C(NCc1cccnc1)C(=O)NCC1OCCN1S(=O)(=O)c1ccc(F)cc1 (stereo unspecified)	1	-4	7	95	100	100	9	0
Cc1ccc(-c2nc3ccccc3s2)cc1NC(=S)NC(=O)/C=C/c1ccco1	12	3	-5	104	99	106	-9	-6
CCCC(=O)NC(=S)Nc1ccc(C(C)=O)cc1	-1	10	-7	101	98	104	-7	-8
COc1ccc(C)cc1NS(=O)(=O)c1ccc2c(c1)n(C)c(=O)n2C	0	-12	-3	98	101	104	-10	2
Cc1occc1C(=O)N/N=C/c1ccccc1[N+](=O)[O-]	9	-3	-1	92	94	93	1	-3
O=C(NCCCN1CCCC1=O)c1ccc(Cl)c(S(=O)(=O)N2CCCCC2)c1	-1	7	4	96	104	100	5	.
O=C(N/N=C/c1ccc(OC(=O)c2ccccc2)cc1)c1cccnc1	9	6	15	106	100	108	4	-8
CC1Sc2ccc(Cl)cc2-c2nc(N)ncc21 (stereo unspecified)	1	6	-1	106	83	106	-9	6
CC(=O)c1c(C)[nH]c(C(=O)NCc2cccc(Cl)c2)c1C	-4	5	1	98	93	99	-9	-6
Cc1ccc(NC(=O)CN2CC(C)SC2=NC2CCCCC2)cc1 (stereo unspecified)	1	2	-11	105	97	120	10	-1
COc1ccc(C)c2sc(N(CCCN(C)C)C(=O)c3ccc4c(c3)OCCO4)nc12	6	6	16	101	98	104	-10	-5
O=C(NC1CC1)C1=C[C@H](C2CC2)C[C@H](OCCCCO)O1	0	4	-2	103	97	104	-6	-7
Cc1ccc(OCCCC(=O)ON=C(N)c2ccccc2C)cc1	1	13	7	100	115	104	0	.
CCCc1cc(C(=O)N2CCN(S(=O)(=O)c3ccc(OC)c(OC)c3)CC2)cs1	2	11	0	96	109	98	6	3
COc1ccc(NS(=O)(=O)c2cc(-c3cnc(C4CC4)o3)ccc2C)cc1	7	-13	2	103	113	108	-1	-1
CC(C)Cc1ccc(S(=O)(=O)NCC2CCCO2)cc1 (stereo unspecified)	-1	-2	5	109	91	101	-6	4
Cc1ccccc1NC(=O)C[n+]1cc(-c2ccccc2)n2c1CCC2	-1	0	-2	111	113	104	-12	-8
COc1ccc(C2N=C(c3ccccc3)C(C)(C)N2O)cc1OC (stereo unspecified)	7	-2	4	102	102	104	4	3
COC1CCN(Cc2c(C(=O)N3C[C@@H](C)O[C@@H](C)C3)nc3ccc(Cl)cn23)CC1	-5	2	0	100	90	93	-2	-4
Cc1ccnc2nc(C(=O)NCc3cccs3)nn12	3	7	3	102	115	101	8	3
Cc1ccc(/C=N/N2CCN(Cc3ccccc3)CC2)o1	-3	0	-1	98	99	105	-10	-5
CCC1Sc2ccc(S(=O)(=O)CCC(=O)Nc3cccc(Br)c3)cc2NC1=O (stereo unspecified)	3	8	-2	99	106	99	11	3
CC1=NNC(=O)C1CCC(=O)N/N=C(\C)c1ccc(Cl)cc1 (stereo unspecified)	11	13	5	99	106	99	6	9
CCOC(=O)[C@H]1[C@H]2COc3cc(OC)ccc3[C@@H]2N2C(=O)c3cc(OC)c(OC)cc3NC(=O)[C@@]12C	3	-1	-3	.	.	.	0	-15
O=C(NC1CC1)c1cccc(NC(=O)c2cn3ccccc3n2)c1	13	2	10	98	96	97	-4	.
CCN1CCC[C@H]1CNC(=O)c1cc(S(N)(=O)=O)ccc1OC	-1	0	6	99	98	95	3	-1
O=C(O)c1nccnc1C(=O)Nc1ccc(Cl)cc1Cl	1	12	2	101	104	97	11	3
Cc1ccc(C(=O)NC(C)CCc2ccccc2)cc1[N+](=O)[O-] (stereo unspecified)	1	6	5	99	103	95	-10	6
COc1ccc(CN(C(=O)Cc2c[nH]c3ccccc23)C(C(=O)NC2CCCCC2)c2ccc(C)o2)cc1 (stereo unspecified)	7	4	-5	98	100	94	-13	-8
O=C(C1CCCN(S(=O)(=O)c2cccs2)C1)N1CCc2ccccc2C1 (stereo unspecified)	7	9	7	101	97	103	-4	-10
Cc1ccc(-c2nc(NCc3ccco3)n(S(C)(=O)=O)n2)cc1	16	7	3	95	105	101	-2	-13
CC(C)CCN1CC(C(=O)N2CCN(c3ccc(F)cc3)CC2)CC1=O (stereo unspecified)	-2	7	7	110	109	106	-18	-7
CN(CC(=O)NC1CCCCC1)S(=O)(=O)c1ccc(Br)s1	4	4	0	99	99	128	4	-11
O=C(c1ccc(F)cc1)c1ccc(N2CCCC2)cc1	2	5	5	93	87	93	15	13
COc1ccc(N(C(C)=O)S(=O)(=O)c2cccc3cccnc23)cc1	0	2	8	100	83	90	19	4
CC(CCc1ccc(O)cc1)N(C)CCc1ccccc1 (stereo unspecified)	-1	-1	3	97	93	92	4	-4
NC(=O)C1CCN(CCS(=O)(=O)c2ccc(Cl)cc2)CC1	0	1	-6	100	109	99	-8	2
CCC1C2CN(C(C)=O)CC=C2C(C#N)=C(N)C1(C#N)C#N (stereo unspecified)	13	0	-6	103	99	103	-10	-1
CC(C)(C)C(=O)Cn1nnc(-c2ccc(C(F)(F)F)cc2)n1	-3	3	11	84	96	92	11	-3
CCc1ccc(NC(=O)N2CCCCCC2)cc1	15	-3	-4	97	85	88	7	11
CC(C)OC(=O)CN1C(=O)C(=O)c2ccccc21	101*	-6	-7	107	112	104	-2	5
Brc1ccccc1OCCCn1cnc2ccccc21	-4	4	-3	102	109	104	-5	5
Nc1nc(-c2ccccc2)[nH]c(=O)c1N	13	1	4	98	96	102	-1	0
CCOc1ccccc1/C=c1\sc2ncnn2c1=O	0	4	4	97	275*	87	10	3
CC(C)CNC(=O)CSc1nnc(-c2ccc(Cl)cc2)n1N	2	9	-1	102	104	111	-5	2
O=C(Nc1cc(=O)[nH]c2ncnn12)c1ccccc1	1	7	14	100	104	104	-2	-1
CCc1noc(C)c1C(=O)N(CC)CC(=O)Nc1cc(Cl)ccc1C	1	-1	4	96	96	92	7	.
Cc1ccc(CNC(=O)CN2C(=O)NC(C)(c3ccccc3Cl)C2=O)cc1 (stereo unspecified)	-1	3	2	106	92	108	5	-1
CCN1C(=O)CC(C(=O)OC)=C1C	-1	-1	-6	86	91	88	-10	-3
C[N+](C)(C)CCCCCCCCCC[N+](C)(C)C	-2	9	0	94	102	94	-9	5
O=C(O)CCc1ccccc1OC(=O)c1ccccc1	0	-2	-2	104	.	109	7	2

18 entries from above, in CSV form:
Structure,AHR activator,procasp7 counter,procasp3 activ,RPL19A TOR yeast,LAP4-GFP MLPCN,MEP2-GFP yeast,ZTA counter,EBNA-1 inhibitor
NC(=O)C1CCN(C(=O)C2CC(=O)N(c3ccc4c(c3)OCCO4)C2)CC1 (stereo unspecified),-2,8,15,99,95,96,-7,.
C=CCn1c(SCC(=O)NC(=O)NC2CCCC2)nnc1C1CCCCC1,-1,-5,-3,98,95,105,-3,-7
COc1ccc(Cn2c(-c3ccco3)nc3oc4ccccc4c(=O)c3c2=O)cc1,1,6,6,98,106,100,-5,3
COc1cc(N)c(Cl)cc1Cl,1,-4,-8,90,108,94,6,-3
C=CCn1c(C)nc2c(cnn2-c2ccccc2)c1=O,7,3,0,104,101,102,3,15
CCOC(=O)c1c(S(=O)(=O)NCC(=O)NCc2ccccc2)c(C)n(C)c1C,0,3,0,97,95,107,-9,-6
COc1cccc(CNC(=O)CCC(=O)N2Cc3cccc(OC)c3Oc3ncccc32)c1OC,2,3,2,26*,79,146,11,5
CCN(Cc1ccc(N(C)C)cc1)C(C)C(=O)Nc1ccc(S(=O)(=O)N2CCCC2)cc1 (stereo unspecified),1,4,-1,97,98,98,-5,.
COCCN1C(=O)/C(=C/c2ccc(Oc3ccc([N+](=O)[O-])cn3)c(OC)c2)SC1=Nc1ccccc1,-1,0,4,92,111,98,10,4
CC(=O)NCCNC(=O)C1CCCCN1S(=O)(=O)c1ccccc1 (stereo unspecified),-1,9,-11,104,94,96,0,-4
Cc1nc2nc(-c3cccs3)[nH]c2cc1Br,58*,6,8,77,146,102,-5,-3
CC(C)CSc1ncnc2c1oc1nc3c(cc12)COC(C)(C)C3,0,3,10,97,100,107,-13,0
O=C(NCc1cccnc1)C(=O)NCC1OCCN1S(=O)(=O)c1ccc(F)cc1 (stereo unspecified),1,-4,7,95,100,100,9,0
Cc1ccc(-c2nc3ccccc3s2)cc1NC(=S)NC(=O)/C=C/c1ccco1,12,3,-5,104,99,106,-9,-6
CCCC(=O)NC(=S)Nc1ccc(C(C)=O)cc1,-1,10,-7,101,98,104,-7,-8
COc1ccc(C)cc1NS(=O)(=O)c1ccc2c(c1)n(C)c(=O)n2C,0,-12,-3,98,101,104,-10,2
Cc1occc1C(=O)N/N=C/c1ccccc1[N+](=O)[O-],9,-3,-1,92,94,93,1,-3
O=C(NCCCN1CCCC1=O)c1ccc(Cl)c(S(=O)(=O)N2CCCCC2)c1,-1,7,4,96,104,100,5,.
